Screening data from PubChem.
LDHA block – blocks human lactate dehydrogenase A; purified LDHA, NADH/diaphorase-resazurin fluorescence; stronger effect = lower value; activity change, % (values are at about 110 or 230 µM); AID 1347041; 0.15% of 480,000 active; in the data active = activity change below about -30%;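 also: plate controls were DMSO wells for no effect and wells without enzyme for full effect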
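LDH5 2 nM; NADH 0.06 mM, pyruvate 0.2 mM; 200 mM Tris pH 7.4, EDTA, Tween-20; 5 min RT. Detection: diaphorase 0.133 mg/mL + resazurin 37 µM, fluorescence ex540/em590 at 0 and 20 min; normalized to enzyme-free and DMSO wells.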
* hit, by the source's call.

Molecule	LDHA block
CC1(C)Cc2c(sc3c2c(=O)n(CCO)c(=O)n3CCc2ccccc2)CO1	1
COc1ccccc1Nc1nc2ccccc2nc1NS(=O)(=O)c1cccc2nsnc12	7
COc1ccccc1/C=C/C(=O)C(C#N)c1ccc(C(F)(F)F)cn1 (configuration not stated)	-2
O=C(CN1C(=O)c2cccnc2Sc2ccccc21)N1CCN(C2CCCCC2)CC1	5
Cc1[nH]c2ccccc2c1C(=O)c1cc([C@H](NC(=O)OC(C)(C)C)C(C)C)sc1N	8
CCNC(=O)C1CCCN(C(=O)CCc2c(C)c3ccc(OC)cc3oc2=O)C1 (configuration not stated)	6
CCCn1c(NCc2ccc(C)cc2)nc2c1c(=O)n(C)c(=O)n2C	4
Cc1ccc(CNC(=O)c2nc(S(=O)(=O)Cc3ccccc3F)ncc2Cl)cc1	4
CCCn1c(SCc2nc3ccccc3o2)nc2ccccc2c1=O	-3
O=C(Nc1ccc(O)cc1)c1cc(-c2ccco2)nc2ccccc12	3
Cc1cc(OCc2nc3c(C)cccc3[nH]2)ccc1Cl	-16
Cc1ccc2nc(/C(C#N)=C/c3cc(Br)c(O)c(Br)c3)[nH]c2c1	9

The list goes on; the last five above are carried over.
Molecule	LDHA block
Cc1ccc(CNC(=O)c2nc(S(=O)(=O)Cc3ccccc3F)ncc2Cl)cc1	4
CCCn1c(SCc2nc3ccccc3o2)nc2ccccc2c1=O	-3
O=C(Nc1ccc(O)cc1)c1cc(-c2ccco2)nc2ccccc12	3
Cc1cc(OCc2nc3c(C)cccc3[nH]2)ccc1Cl	-16
Cc1ccc2nc(/C(C#N)=C/c3cc(Br)c(O)c(Br)c3)[nH]c2c1	9
Cc1ccc(NC(=O)c2nc3ccccc3nc2N2CCN(C)CC2)cc1Cl	0
CCCCn1nc(C(=O)Nc2nc(-c3cc(F)ccc3F)cs2)c2ccccc2c1=O	-2
Fc1ccc(CNC(=S)Nc2ccc(Nc3ccccc3)cc2)cc1	-1
CC(C)c1ccc(NC(=O)CSc2nc3ncc(Cl)cc3[nH]2)cc1	-2
Nc1nc(NCCc2ccc(F)cc2)c2[nH]cnc2n1	1
O=C(COc1cccc(Br)c1)Nc1ccc2[nH]ncc2c1	11
CCCCC1CCC(C(=O)Nc2c(C(C)C)cccc2C(C)C)CC1 (configuration not stated)	-10
COc1ccc([C@H]2C[C@@H](O)C[C@@H](CCn3cc(-c4ccccc4)nn3)O2)cc1	-3
COc1ccccc1CCNC(=O)Cn1nc(C(N)=O)c2ccccc2c1=O	2
COc1cc(C2CC(=O)Nc3c2c(C)nn3-c2ccc3nncn3n2)cc(OC)c1OC (configuration not stated)	0
CN(Cc1ccccc1N1CCOCC1)C(=O)c1ccc2c(c1)S(=O)(=O)c1ccccc1C2=O	4
Cc1noc(C(C)Nc2ccc(N3CCCC3=O)c(Cl)c2)n1 (configuration not stated)	-2

Of the compounds above, 2 have bromine:
Molecule	LDHA block
Cc1ccc2nc(/C(C#N)=C/c3cc(Br)c(O)c(Br)c3)[nH]c2c1	9
O=C(COc1cccc(Br)c1)Nc1ccc2[nH]ncc2c1	11

Remaining list, next part
Molecule	LDHA block
CCOC(=O)c1ccc(S(=O)(=O)Nc2ccccc2-c2nnc3n2CCCCC3)cc1	-3
CCCC(NC(=O)c1ccc(Cl)nc1)c1ccccc1 (configuration not stated)	-2
COc1ccc(C(=O)Nc2ccc(N3CCCCC3)cc2)cc1S(=O)(=O)NC1CC1	2
O=C(Cn1c(=O)[nH]c(=O)c2ccccc21)Nc1cccc2cccnc12	16
Cn1c(=O)[nH]c(=O)c2c1nc(N1CCNCC1)n2CC(N)=O	0
Cc1ccc(S(=O)(=O)N2CCN(C(=O)c3ccc(Cn4nnc5ccccc54)cc3)CC2)cc1	11
Cc1cc(C)cc(C(=O)Nc2cccc(-c3nn4cnnc4s3)c2)c1	3
COC(=O)[C@@]12C[C@@H](CC(=O)N3CCOCC3)C(=O)N(Cc3ccc4c(c3)OCO4)C1=CCC(C)(C)C2	0
COc1ccccc1/C=C/C(=O)Oc1ccc(Cl)c(Cl)c1	16
CCOc1ccc2c(c1)cc(C(=O)N1CCCCC1)n2C	3
CCOC(=O)c1nc(NCc2ccc(CC)cc2)c2ccccc2n1	5
COc1ccc(-c2c(C(F)(F)F)oc3cc(O)ccc3c2=O)cc1	-3

Molecule	LDHA block
CCn1c(SCC(=O)Nc2ccc(Cl)cc2)nc2nc3c(cc2c1=O)COC(C)(C)C3	-9
CCCOc1c(Cl)cc(/C=C(/C#N)C(=O)OC)cc1OCC	0
CCc1ccc2c(c1)-c1ccccc1S(=O)(=O)N2CC(=O)NCc1ccncc1	6
O=C(N/N=C/c1ccccc1Cl)c1ccc(Cl)s1	6
N=c1ccn(O)c2ccccc12	4
CCOc1ccc2nc(SCc3cccc(-c4ccccc4)c3C)sc2c1	-1
CN1CCCCC1=NCCn1cnc2c1c(=O)n(C)c(=O)n2C	4
Cc1nn(-c2nncc(-c3ccccc3)n2)c2c1C(c1cccc(O)c1)CC(=O)N2 (configuration not stated)	11
Cc1nc(SCc2ccccc2)[nH]c(=O)c1CCC(=O)N1CCOCC1	-17
O=C(Nc1ccc(I)cc1C(F)(F)F)c1ccc(Cl)cc1	-6
CSc1ccc(NC(=O)c2sccc2C)cc1	7
O=C(NCCc1ccc(Cl)cc1)c1[nH]c2ccccc2c1Cl	-1

Molecule	LDHA block
CCn1cc(C(=O)n2nc(C)cc2C)c(S(=O)(=O)N2CCN(c3cccc(Cl)c3)CC2)n1	-5
Cc1c(C(=O)N(C)c2ccccc2)nnn1-c1ccccc1F	-12
CC(C)(C)N(Cc1ccccc1)C(=O)COC(=O)c1cc2ccccc2oc1=O	-5
CSc1nc(C)c(CCC(=O)NC(C)c2ccc(F)c(F)c2)c(C)n1 (configuration not stated)	8
COc1ccc(C(=O)Nc2ccnn2Cc2cccs2)cc1S(=O)(=O)N1CCCCCC1	-1
CC(C)NC(=O)NC(=O)COC(=O)C1COc2ccccc2O1 (configuration not stated)	6
CCc1noc(C)c1C(=O)Nc1sc2c(c1C(N)=O)CCC2	5
Cc1nn(CCc2nc(-c3ccccc3F)cs2)c2[nH]c(=O)cc(C(F)(F)F)c12	-1
Cc1ccc2c(c1)C(Cc1nc3ccccc3c(=O)n1CCCO)C(=O)N2C(C)C (configuration not stated)	17
CN=C(NC)NCc1ccc(C(=O)OC)cc1	2
C/C(=N/Nc1ccc([N+](=O)[O-])cc1)c1ccccn1	-1
c1csc(-c2cc3ccccn3c2)c1	11

Molecule	LDHA block
CCOc1c(Cl)cc(/C=C2/NC(=O)NC2=O)cc1Cl	8
Cc1ccccc1NC(=O)C(=O)NCC(c1ccc2c(c1)OCO2)N1CCN(C)CC1 (configuration not stated)	-2
CCCn1c(N2CCN(Cc3ccc(Br)cc3)CC2)nc2c1c(=O)[nH]c(=O)n2C	4
COC(=O)c1cc(NCc2cc(Cl)c(OCC(N)=O)c(OC)c2)ccc1N1CCOCC1	7
O=C(CN1CCCC(c2nc3ccccc3o2)C1)NC(=O)NC1CC1 (configuration not stated)	-6
O=C(CSc1ncnc2nc[nH]c12)Nc1ccc(F)cc1F	-2
COCCNC(=O)NC(=O)Cn1nc(C(=O)O)c2ccccc2c1=O	-10
O=C(Nc1cc(F)cc(F)c1)C1CC2CCCC(C1)C2=O (configuration not stated)	0
Cc1ccc(C)c(NC(=O)c2ccc3c(=O)n(-c4ccccc4)c(=O)[nH]c3c2)c1	-1
CCCCC(CC)CNc1ncnc2sccc12 (configuration not stated)	16
CCn1nc(C(=O)OCC(=O)c2ccc3c(c2)NC(=O)CO3)c2ccccc2c1=O	3
CC(C)NC(=O)CSc1ccc2c(c1)OCCO2	9

Molecule	LDHA block
Cc1cccc(NC(CNS(=O)(=O)c2ccc(Cl)cc2)c2ccccc2)c1 (configuration not stated)	5
O=C(Nc1cccc(-c2nc3cc(Cl)ccc3o2)c1)C(F)(F)F	-1
Cc1ccc(CN(C)C(=O)c2ccc3ncsc3c2)o1	-20
COc1cc(CC(=O)NC2CCc3ccccc32)ccc1C (configuration not stated)	4
COc1ccc2c(C)c(CCC(=O)Nc3cc(C)cc(C)c3)c(=O)oc2c1	-9
COc1ccc(Cc2c(C)nn(-c3nc(CC(=O)Nc4ccccc4)cs3)c2C)cc1	0
COc1cc(NC(=O)CSc2nc3c(=O)[nH]cnc3n2-c2ccc(C)cc2)cc(OC)c1	0
O=[N+]([O-])c1ccc(C(c2ccccc2)c2cccc3ccccc23)cc1 (configuration not stated)	12
CCCOc1nc2ccccc2nc1N1CCC(C(=O)Nc2cccc(F)c2)CC1	-3
CCCOc1ccc(NC(=O)c2n[nH]c(=O)c3ccccc23)cc1OCCC	3
CCCc1c/c(=N\O)oc2cc(C)c3c(C)c(C)oc3c12	2
CC(OC(=O)CCCc1c[nH]c2ccccc12)C(=O)NC(N)=O (configuration not stated)	0

Molecule	LDHA block
CCn1c(=O)c(-c2noc(C(=O)NCc3ccc(C)o3)n2)nn(-c2ccccc2)c1=O	-1
COc1ccc(C2Nc3ccccc3C(=O)N2Cc2cccc(C(F)(F)F)c2)cc1COc1ccc(NC(C)=O)cc1 (configuration not stated)	7
Cc1ccc2c(CN3c4ccc(S(N)(=O)=O)cc4CC3C)cc(=O)oc2c1C (configuration not stated)	12
COCCn1c(-n2nc(C)cc2C)nc2c1c(=O)n(Cc1ccc(F)cc1)c(=O)n2C	-5
CCN(Cc1cccs1)C(=O)c1cccs1	6
N#Cc1nc(-c2ccc(S(=O)(=O)N3CCCCCC3)cc2)oc1NCCN1CCOCC1	2
CCN(CC)C(=O)Cc1n[nH]c(=O)c2ccccc12	-16
CC(C)(/C=N/N(Cc1ccccc1)c1ccccc1)CO	8
Cc1ccc(N2NC3(CCCCC3)NC2=S)cc1	18
O=S(=O)(NCCO)c1ccc2ccccc2c1	-1
COc1ccc(N2C(=O)c3ccccc3NC(=O)C2C(=O)Nc2ccc(N3CCOCC3)cc2)cc1 (configuration not stated)	8
CC1=C(C(=O)OC(C)C)C(c2ccc(F)cc2)NC(=O)N1c1ccc2c(c1)OCO2 (configuration not stated)	6

Molecule	LDHA block
COc1cc(C2C(C#N)=C(SCc3ccccc3)NC3=C2C(=O)CCC3)cc(OC)c1OC (configuration not stated)	17
Cc1cccc(N2CCN(C(=O)c3ccccc3NC(=O)Cn3c(C)cc(C)c(C#N)c3=O)CC2)c1C	-3
Cn1cnc2c1c(=O)n(CC(=O)Nc1ccccc1Oc1ccccc1Cl)c(=O)n2C	0
COc1cccc(NC(=O)c2nnn(Cc3nc(-c4ccc(OC(C)C)cc4)oc3C)c2N)c1	11
O=C(C1=C(c2ccccc2)S(=O)(=O)CCO1)N(Cc1ccc(F)cc1)c1ccccn1	0
N#Cc1cccc(C(=O)NC(c2cccs2)C2CCCC2)c1 (configuration not stated)	4
CCc1ccccc1NC(=O)CSc1nnc2[nH]c(=O)c(Cc3ccc(C)cc3)nn12	-11
CCCc1cc(=O)[nH]c(SCc2nc(-c3cccc(OC)c3)no2)n1	0
COc1cc(N2C(=O)c3ccccc3C2=O)c2ncccc2c1	23
O=C1CC(Cc2ccc(Br)cc2)C(=O)N1c1ccc2ccccc2n1 (configuration not stated)	5
COc1ccccc1Cc1c(-c2ccc(Cl)cc2)nc2c(Cl)cc(C(F)(F)F)cn12	-14
COCCN1C(=O)CSCC1(C)C(=O)Nc1ccc2c(c1)OCCO2 (configuration not stated)	2

Molecule	LDHA block
O=S(=O)(Cc1csc(Cc2ccccc2)n1)Cc1ccccc1F	8
CCOc1cc(CNC(=O)c2ncoc2-c2cccc(C)c2)ccc1OC	-4
CCCc1nn(C)c2c(=O)[nH]c(-c3cc(S(=O)(=O)Nc4ccccc4C)ccc3OCC)nc12	-7
COc1cc(C#N)ccc1OC(C(=O)NC1CC1)c1ccc(F)cc1 (configuration not stated)	2
CCn1nc(C(=O)OCC(=O)Nc2cc(C)on2)c2ccccc2c1=O	0
CC(On1nnc2ccc(Cl)cc21)C(=O)Nc1cc(Cl)cc(Cl)c1 (configuration not stated)	0
CCCn1nc(C(=O)Nc2ncc(Cc3ccc(Cl)cc3)s2)ccc1=O	-11
O=C(Nc1cccc(Cl)c1)c1cnc2ccccc2n1	1
COc1cc2c(cc1OC)-c1c(c(C(=O)NCCN3CCOCC3)nn1-c1ccc(F)cc1)C2	8
Cc1ccccc1S(=O)(=O)N1C(c2ccc(Cl)c(Cl)c2)CC=C(C(=O)O)C1c1cccc(Br)c1 (configuration not stated)	-21
O=S(=O)(Nc1nc2ccccc2nc1Nc1ccc(F)c(Cl)c1)c1ccc(F)cc1	-16
Cn1c(C(=O)Nc2cccc3cccnc23)c(Cl)c2ccccc21	-9

Molecule	LDHA block
Cc1ccc(C)n1-c1c(C(=O)N2CCCC2)sc2ncccc12	1
O=C(COc1ccc(F)cc1)Nc1ccc2c(=O)c3cccc(F)c3oc2c1	-3
NC(=O)C1CN(CC(=O)Nc2cc(Cl)ccc2Cl)c2ccccc2O1 (configuration not stated)	1
O=C(Nc1ccccc1O)c1ccc[n+]([O-])c1	3
COc1ccc(OC(=O)c2ccc(C)c(I)c2)cc1	-2
CCOCCCNc1oc(-c2ccc(S(=O)(=O)N3CCOCC3)cc2)nc1C#N	2
CCOC(=O)c1[nH]c2ccccc2c1NC(=O)C12CC3CC(CC(C3)C1)C2	8
Cc1ccccc1CS(=O)Cc1cccc(F)c1 (configuration not stated)	0
Cc1nc(CN2CCN(S(=O)(=O)c3ccc(F)c(F)c3)CC2)cs1	5

An excerpt (hit frequency here may not be typical).
